# Screening data: PubChem, several laboratories
# NPY Y1 blocker = antagonists of human neuropeptide Y receptor Y1; P25929; HEK293-CNG Y1 cells, membrane potential fluorescence; NPY at EC95, then isoproterenol; inhibition, % at 3.6 µM; hit rate 1% among 200,000;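 active = inhibition above the campaign mean inhibition of all tested compounds plus 3 SD, cut at about 20% in these data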;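 note: 0% = DMSO wells given NPY plus isoproterenol and 100% = isoproterenol alone without NPY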
# Target sequence (P25929 whole entry, looked up): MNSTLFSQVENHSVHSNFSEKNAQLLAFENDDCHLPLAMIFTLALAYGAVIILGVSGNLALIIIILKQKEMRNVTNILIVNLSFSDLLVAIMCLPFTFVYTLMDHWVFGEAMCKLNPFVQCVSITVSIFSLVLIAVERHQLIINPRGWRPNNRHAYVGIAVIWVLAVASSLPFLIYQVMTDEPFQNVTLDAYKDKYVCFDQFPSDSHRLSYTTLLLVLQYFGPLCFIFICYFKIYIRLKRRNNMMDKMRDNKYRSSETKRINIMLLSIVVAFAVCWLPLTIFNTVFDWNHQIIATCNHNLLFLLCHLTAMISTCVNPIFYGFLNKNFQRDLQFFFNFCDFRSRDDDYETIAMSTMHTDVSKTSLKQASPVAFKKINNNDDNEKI
#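 Material: HEK293 cells co-expressing NPY Y1 receptor and cyclic-nucleotide gated channel. Timing: compound incubation 1 h at room temperature, readout 45 min post-stimulation. Signal: fluorescence, membrane potential probe.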
# EP2 mod = modulators of human EP2 prostaglandin E2 receptor. P43116. EP2-expressing cells, cAMP HTRF FRET, PGE2 co-stimulation. induction, % at 25 µM. hit rate 0.83% among 260,000;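 active = compounds whose cAMP rise, as percent of the full-agonist control response, exceeds 60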;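 note: rat C6 glioma line stably carrying human EP2 under a CMV promoter; the protocol text gives 20 µM as final concentration; 100% = response of wells given 1 µM PGE2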
# S1P4 agonist = activates the human S1P4 receptor; S1P4-expressing cell line, agonist reporter assay; activation, % at 4.98 µM; hit rate 0.35% among 220,000; AID 1509; in the data active = activation above about 11%;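 note: 0% = DMSO vehicle and 100% = reference agonist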
# TRPN1 ag = agonists of zebrafish TRPN1 channel | activation, % at 3 µM | AID 1424 | hit rate 0.18% among 220,000 | HEK293 zebrafish TRPN1-YFP, Fluo-8 calcium fluorescence; 100% = response to 87 µM carbachol;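 active = activation above its plate's cutoff, the mean activation of test wells on that plate plus 3 SD, cut at about 19% in these data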;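 note: 0% = DMSO alone and 100% = 87 µM carbachol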
#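 Assay system: Zebrafish TRPN1-YFP in HEK293 cells | Incubation: Dye loading 1 h at 37 °C, then 30 min room temperature | Measured by: Kinetic Fluo-8 fluorescence, ex 470-495, em 515-575 nm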
# NPY2 pot ag = human NPY-Y2 potentiation or agonism, primary screen | activation, % at 3.6 µM | cells expressing NPY-Y2, potentiator/agonist read-out | P49146 | hit rate 0.45% among 220,000; in the data active = activation above about 27%;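 note: cells stimulated with NPY near EC25 plus isoproterenol at EC100; 0% = vehicle plus submaximal agonist and 100% = vehicle plus saturating agonist; some results beyond the cut were filed as inactive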
# Target sequence (P49146 whole entry, looked up): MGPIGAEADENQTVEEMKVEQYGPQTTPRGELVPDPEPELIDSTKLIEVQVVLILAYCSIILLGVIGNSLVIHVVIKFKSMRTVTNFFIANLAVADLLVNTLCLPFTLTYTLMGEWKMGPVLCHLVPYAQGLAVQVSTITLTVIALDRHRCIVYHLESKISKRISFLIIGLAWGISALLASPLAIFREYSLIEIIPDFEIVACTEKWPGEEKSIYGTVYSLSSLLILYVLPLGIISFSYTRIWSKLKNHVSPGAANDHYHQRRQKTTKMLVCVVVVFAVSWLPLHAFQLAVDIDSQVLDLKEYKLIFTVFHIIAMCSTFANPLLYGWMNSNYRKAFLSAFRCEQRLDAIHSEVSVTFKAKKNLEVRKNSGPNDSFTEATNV
# TRPML3 ag = human mucolipin-3 channel agonism | Q8TDD5 | HEK293 TRPML3-YFP, Fluo-8 calcium fluorescence; 100% = the carbachol control signal | activation, % at 3 µM | hit rate 0.29% among 220,000;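 active = activation above its plate's cutoff, the mean activation of the plate's test wells plus 3 SD, cut at about 12% in these data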;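 note: 0% = DMSO only wells and 100% = carbachol wells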
#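 system = HEK293 cells stably carrying human TRPML3-YFP | doses = one concentration, 3 µM nominal, 0.3% DMSO | timing = dye loading 1 h 37 °C then 30 min ambient, 125 s read | detection = Fluo-8 calcium dye fluorescence, ex 470-495, em 515-575 nm | benchmarks = high control carbachol 87 µM, low control DMSO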
# S1P4 antag = blocks the human S1P4 receptor; O95977; S1P4-expressing cells, antagonist mode, reporter read-out; inhibition, % at 4.98 µM; hit rate 0.26% among 220,000; AID 1510; in the data active = inhibition above about 29%;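 note: 0% = wells stimulated with agonist and 100% = vehicle wells without agonist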
# NPY1 pot ag = potentiates or activates human NPY-Y1 receptor; P25929; NPY-Y1 expressing cells, potentiator/agonist activation; activation, % at 3.6 µM; hit rate 0.37% among 220,000; AID 1304; in the data active = activation above about 33%, passing the limit was not always enough;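 note: cells stimulated with NPY at EC10 then isoproterenol at EC100; 0% = low agonist plus stimulus and 100% = saturating agonist plus stimulus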
# CHOP inh = blocks CHOP induction under ER stress | inhibition, % at 10 µM | AID 2732 | CHO-K1 CHOP-promoter luciferase, tunicamycin-induced, 15-18 h | hit rate 3.8% among 220,000;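 active = compounds that reduced the stress-induced luciferase reporter signal by more than about 70% of percent inhibition, limit read from the data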;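 note: 0% = tunicamycin plus vehicle and 100% = wells without tunicamycin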
# Numbers without * were called inactive; . = not tested or not shown; & = joins results of further samples.
SMILES,NPY Y1 blocker,EP2 mod,S1P4 agonist,TRPN1 ag,NPY2 pot ag,TRPML3 ag,S1P4 antag,NPY1 pot ag,CHOP inh
CSc1nc(-c2ccccc2)cc(C(F)(F)F)c1C#N,8,-9,-2.6,0.7,-20,0.0,-2,-19,44
CC(=O)c1ccc(N2CCN(C(=O)CCCn3c(=O)[nH]c4ccc(Br)cc4c3=O)CC2)cc1,1,-65,0.8,3.1,12,0.3,0,8,26
CC1CN(c2nn3c(=O)c4ccccc4nc3c3ccccc23)CC(C)O1 (stereo not drawn),1,-42,3.0,0.4,4,0.5,-22,8,-11
CC(Sc1nc2c(cc1C#N)CCCCC2)C(=O)O (stereo not drawn),4,7,0.7,0.6,-17,0.5,-6,7,-12
c1ccc2c(c1)nc(N1CCOCC1)c1nnnn12,7,12,0.1,1.4,12,0.3,13,4,-14
CC(C)CC(=O)NC(=S)Nc1nc(-c2cccc3ccccc23)cs1,11,24,-1.4,1.0,-9,1.0,3,-17,68
Cc1ccsc1C(=O)Nc1n[nH]c(C(F)(F)F)n1,.,5,0.4,0.3,-9,1.2,14,14,-24
O=C(CCc1ccccc1)N/N=C/c1cccc([N+](=O)[O-])c1,0,-47,2.5,0.8,4,0.0,-12,-6,-3
Oc1ccc(Oc2ccc3c(C(F)(F)F)cc(C(F)(F)F)nc3n2)cc1,-7,42,-0.6,-2.4,49*,-1.8,0,40*,98*
Cc1ccc(CNC(=O)CCCC(=O)Nc2cc(C)on2)cc1,3,36,1.1,-0.1,1,0.4,-3,9,6
CCc1ccc(NC(=O)C(=O)NNC(=O)COc2cccc(OC)c2)cc1,1,11,2.2,-0.9,-9,-0.7,9,-1,66
CCC(C)Sc1nc2c(c(=O)[nH]c(=O)n2C)n1CC(O)COc1ccccc1C (stereo not drawn),-2,19,2.2,-1.3,-5,-0.1,-10,-59,66
COCCCNC(=O)/C=C/c1ccc(OCc2c(F)cccc2Cl)cc1,5,-41,0.8,-2.2,-10,-1.2,-6,-3,60
COc1ccccc1CNc1ccc([N+](=O)[O-])cc1C,7,-20,0.5,-2.0,-4,-1.1,-11,-1,17
Cc1ccc(NC(=O)Nc2cnccn2)cc1C,.,-1,1.0,-1.4,21,0.8,7,1,5
CC(C)CC(NC(=O)C(NC(=O)C(Cc1ccc(OCc2ccccc2)cc1)NC(=O)OC(C)(C)C)C(C)C)C(N)=O (stereo not drawn),-3,42,0.3,1.0,5,0.4,-6,0,95*
CC(C)C(C(=O)Nc1sc2c(c1C#N)CCCCC2)N1C(=O)c2ccccc2C1=O (stereo not drawn),-3,11,1.3,1.1,-20,0.1,3,-17,11
CN(C)S(=O)(=O)c1ccc2c(c1)C(CC(=O)O)NC2=O (stereo not drawn),2,0,0.9,1.1,-9,0.7,0,-9,22
O=C(O)CN1CCN(Cc2ccccc2)C1=O,-3,26,1.0,1.7,-5,0.8,-10,-6,-4
CNC(=O)c1ccccc1NC(=O)c1ccc(C)c(S(=O)(=O)N2CCCCC2)c1,1,-17,0.5,-0.5,2,0.8,-10,-28,30

# No new results follow: entries from further up.
SMILES,NPY Y1 blocker,EP2 mod,S1P4 agonist,TRPN1 ag,NPY2 pot ag,TRPML3 ag,S1P4 antag,NPY1 pot ag,CHOP inh
CC(C)CC(=O)NC(=S)Nc1nc(-c2cccc3ccccc23)cs1,11,24,-1.4,1.0,-9,1.0,3,-17,68
Cc1ccsc1C(=O)Nc1n[nH]c(C(F)(F)F)n1,.,5,0.4,0.3,-9,1.2,14,14,-24
O=C(CCc1ccccc1)N/N=C/c1cccc([N+](=O)[O-])c1,0,-47,2.5,0.8,4,0.0,-12,-6,-3
Oc1ccc(Oc2ccc3c(C(F)(F)F)cc(C(F)(F)F)nc3n2)cc1,-7,42,-0.6,-2.4,49*,-1.8,0,40*,98*
Cc1ccc(CNC(=O)CCCC(=O)Nc2cc(C)on2)cc1,3,36,1.1,-0.1,1,0.4,-3,9,6
CCc1ccc(NC(=O)C(=O)NNC(=O)COc2cccc(OC)c2)cc1,1,11,2.2,-0.9,-9,-0.7,9,-1,66
CCC(C)Sc1nc2c(c(=O)[nH]c(=O)n2C)n1CC(O)COc1ccccc1C (stereo not drawn),-2,19,2.2,-1.3,-5,-0.1,-10,-59,66
COCCCNC(=O)/C=C/c1ccc(OCc2c(F)cccc2Cl)cc1,5,-41,0.8,-2.2,-10,-1.2,-6,-3,60
COc1ccccc1CNc1ccc([N+](=O)[O-])cc1C,7,-20,0.5,-2.0,-4,-1.1,-11,-1,17
Cc1ccc(NC(=O)Nc2cnccn2)cc1C,.,-1,1.0,-1.4,21,0.8,7,1,5
CC(C)CC(NC(=O)C(NC(=O)C(Cc1ccc(OCc2ccccc2)cc1)NC(=O)OC(C)(C)C)C(C)C)C(N)=O (stereo not drawn),-3,42,0.3,1.0,5,0.4,-6,0,95*
CC(C)C(C(=O)Nc1sc2c(c1C#N)CCCCC2)N1C(=O)c2ccccc2C1=O (stereo not drawn),-3,11,1.3,1.1,-20,0.1,3,-17,11

# New compounds follow
SMILES,NPY Y1 blocker,EP2 mod,S1P4 agonist,TRPN1 ag,NPY2 pot ag,TRPML3 ag,S1P4 antag,NPY1 pot ag,CHOP inh
CCc1cccc(CC)c1NC(=S)N(CCN(C)C)C(C)c1cccnc1 (stereo not drawn),2,19,0.0,-0.8,-5,0.9,-3,2,-14
C=CCNC(=S)NCCO,.,7,-0.6,-1.4,-4,0.4,10,-8,-3
Cc1cc(C(=O)OCn2nnc3ccccc3c2=O)c(C)n1-c1ccccc1,5,30,-2.5,-1.6,-5,-0.2,-2,-49,24
CCc1ccc(N2CC34C=CC(O3)C(C(=O)OC(C)C)C4C2=O)cc1 (stereo not drawn),0,11&-16,4.4,-0.6,-12,-0.4,-15,-3,-4
Cc1nn(CC(=O)NCc2ccco2)c(C)c1[N+](=O)[O-],.,14,0.9,-0.2,2,-0.3,-2,2,-10
COCCNC(=O)COc1ccc(Nc2ccccc2)cc1,-2,-29,-3.0,0.2,18,0.6,-3,-12,-9
Cc1c(-c2ccc(F)cc2)nc(N)c(C#N)c1-c1cccs1,0,9,-0.5,-1.6,-28,-0.7,-9,-30,26
COc1cc(-n2c(=O)c3ccccc3n(Cc3cccc(F)c3)c2=O)cc(OC)c1OC,-3,35,1.4,-0.1,3,0.6,-6,6,6
CCOc1cccc(OCCCOc2ccccc2)c1,3,30,0.8,-1.0,-7,-0.1,-17,-11,64
N=c1ccn(Cc2cccc(F)c2)cc1,.,3,0.3,2.3,-18,0.2,-9,-17,-24

# Full records from above. Screens in order: NPY Y1 blocker, EP2 mod, S1P4 agonist, TRPN1 ag, NPY2 pot ag, TRPML3 ag, S1P4 antag, NPY1 pot ag, CHOP inh
# Profile of CSc1nc(-c2ccccc2)cc(C(F)(F)F)c1C#N = 8, -9, -2.6, 0.7, -20, 0.0, -2, -19, 44
# Profile of Cc1ccc(CNC(=O)CCCC(=O)Nc2cc(C)on2)cc1 = 3, 36, 1.1, -0.1, 1, 0.4, -3, 9, 6

# Further structures follow:
SMILES,NPY Y1 blocker,EP2 mod,S1P4 agonist,TRPN1 ag,NPY2 pot ag,TRPML3 ag,S1P4 antag,NPY1 pot ag,CHOP inh
CCCCCCCC(=O)Nc1ccc(S(=O)(=O)Nc2nccs2)cc1,2,13,0.8,0.7,0,0.2,-13,-1,21
CCCN(CCC)CCCNC(=O)c1cc2cc3ccc(OC)cc3nc2o1,8,.,-2.7,0.4,-28,0.9,-19,-24,.
COc1ccc(C(=O)CC(=O)C(=O)Nc2cc(Cl)c(OC)cc2OC)cc1,4,-18,1.5,1.1,4,0.7,-20,-12,31
O=C(O)C1CCC(=O)N(C2CCCCC2)C1c1ccccc1Cl (stereo not drawn),.,10,0.8,-0.7,-3,0.4,4,-4,3
C/C(=N/N=C1/NC(=O)CC(C(=O)Nc2ccccc2)S1)c1cccs1 (stereo not drawn),2,8,0.5,-1.7,-2,0.4,-5,17,12
CCOc1cc(S(=O)(=O)NCc2ccccc2)ccc1Br,0,8,0.1,-2.4,0,-0.1,5,-16,-4
COc1ccc(-n2c(=S)[nH]c3[nH]ncc3c2=O)cc1,.,9,-2.5,-1.6,-7,-0.6,-19,17,5
COc1ccc(C(C)NC(=O)c2ccc(Cl)cc2)cc1OC (stereo not drawn),0,-17,-0.5,-1.3,-2,0.7,3,-1,27
CCC(C(=O)NC(C)CCc1ccco1)n1nc(C)n2c(cc3occc32)c1=O (stereo not drawn),3,30,0.8,-1.3,-17,-0.5,-13,-14,18
Cc1cc2ncn(N)c2cc1C,9,13,0.5,1.0,10,0.3,-25,-6,-2
COc1ccccc1N1CCN(C(=O)CN2C(=O)C3CCCCC3C2=O)CC1 (stereo not drawn),-4,6,2.0,-0.8,3,1.1,6,-1,-19
CCCCCCn1c(N2CCC(C)CC2)nc2c1c(=O)[nH]c(=O)n2C,-3,48,-0.1,-2.3,8,-0.8,2,21,100*
O=C(CC1(O)C(=O)N(Cc2ccccc2)c2ccccc21)c1ccncc1 (stereo not drawn),-3,6,1.1,0.5,10,1.2,-18,-9,12
COc1cccc(OCC(=O)Nc2ccccc2NC(C)=O)c1,3,3,-1.4,1.0,1,1.1,-20,6,27
O=P(Cc1ccccc1O)(c1ccccc1)c1ccccc1,3,-4,3.0,-1.5,9,-1.0,-7,7,-7
CNC(=O)COC(=O)/C=C/c1cccc(F)c1,1,7,1.3,1.0,-3,0.8,-5,10,25
O=C(NCc1ccncc1)c1cn(-c2ccccc2)nc1-c1cccnc1,-3,-5,3.1,0.4,7,-0.2,-33,13,7
CC[n+]1c(C)sc2sc3ccccc3c21,.,-14,0.7,1.6,5,0.6,1,9,2
CCOc1ccc(C(=O)N(CN2CCCC2=O)c2ccccc2)cc1,-1,44,0.8,-0.3,-2,0.0,-4,13,36
CC(=O)Nc1cc(NC(C)=O)cc(C(=O)OCC(=O)N2CC(C)OC(C)C2)c1 (stereo not drawn),0,16,1.3,1.6,-11,-0.2,-14,-9,-1
CCOC(=O)c1sc2nc(CN3CCCCC3)nc(Cl)c2c1C,2,16,-0.3,-1.1,0,0.6,-12,6,15
COCCNC(=O)CN(C(=O)Cn1nnc2ccccc21)c1ccccc1,7,-4&4,0.8,1.1,-2,-0.5,-7,20,12
N#CCSc1nnc(COc2ccccc2)n1-c1ccccc1,-2,3,0.0,0.1,18,-0.8,-9,10,16

# Outcome played no part in choosing rows. Share with any hit: about 6.5%.
